KCC2 mod – modulators of human KCC2 chloride dependent transport; Q9H2X9; KCC2 cells, thallium flux FluoZin-2 fluorescence; B-score of Tl+ flux slope (higher = more flux/activation; lower = inhibition) at 10 µM; hit rate 2.2% among 190,000;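 active means thallium flux slope and its plate-corrected score both differing from the plate sample mean at a set confidence after two filtering rounds, in either direction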;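 further: slope of fluorescence scaled to starting intensity during 10 to 20 s after thallium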
FXIIa inh – blocks human coagulation factor XIIa protease activity. P00748. purified FXIIa, Boc-QGR-AMC fluorogenic substrate, 2 h. inhibition, % at 5 µM. hit rate 0.3% among 220,000. AID 800; in the data active means inhibition above about 40%;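 further: 0% = enzyme with no compound and 100% = blank without enzyme; many of its hits are not listed in these tables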
m-calpain inh – inhibitors of pig calpain II. inhibition, % at 16 µM. hit rate 0.37% among 220,000. purified calpain II, fluorogenic peptide substrate, 30 min;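 active means inhibition above about 50%, limit read from the data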
Furin inhibitor – human furin inhibition | P09958 | inhibition, % at 30 µM | AID 463115 | purified furin, fluorogenic substrate cleavage | hit rate 0.061% among 220,000; in the data active means inhibition above about 25%; further: inactives centre near -15
FXIa inh 1536 – inhibitors of human coagulation factor XIa; inhibition, % at 5 µM; purified FXIa, Boc-Glu-Ala-Arg-AMC fluorogenic substrate; P03951; hit rate 0.14% among 220,000;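 active means inhibition of at least 40%; inactive means inhibition below 40%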;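 further: fluorescence of freed AMC excited at 355 nm; 0% = enzyme without compound and 100% = no enzyme blank; many of its hits are not listed in these tables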
thrombin 1536 – blocks human thrombin protease activity; P00734; hit rate 0.26% among 220,000; alpha-thrombin, Boc-VPR-AMC fluorogenic substrate cleavage; inhibition, % at 5 µM;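 active means inhibition at or above 40%; inactive means inhibition below 40%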;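 further: 0% = enzyme with no compound and 100% = wells without enzyme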
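Material: human alpha-thrombin protein. Incubation: reaction at ambient temperature. Technique: fluorescence of released AMC, ex 355 nm, em 460 nm. Control set: no-compound enzyme wells and no-enzyme blanks. Also added: Boc-VPR-AMC substrate, 15 µM final. Buffer or medium: pH 7.5 Tris (50 mM) with NaCl 150 mM, Tween 20 0.05%.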
Rad51 HR inh – blocks human Rad51 in homologous recombination | hRad51 DNA strand exchange, fluorescence dequenching | inhibition, % at 10 µM | hit rate 0.085% among 200,000 | AID 1385;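 active means inhibition above 40% at the single screening dose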;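 further: 0% = DMSO control wells and 100% = blanks with heterologous ssDNA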
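Material: hRad51 filaments on single-stranded DNA; Reagent: Donor/quencher-labelled 47-bp dsDNA substrate; Compound: 10 µM final, single point; Schedule: 37 °C 15-min filament assembly, 30-min compound preincubation, 15-min exchange; Technique: FRET fluorescence, excitation 485 nm, emission 520 nm; Benchmarks: control wells and blank wells on each plate.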
hK5 inh – blocks human kallikrein 5 protease activity | Q9Y337 | recombinant hK5, fluorogenic AMC substrate cleavage | inhibition, % at 5 µM | hit rate 0.59% among 210,000 | AID 873;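 active means inhibition of 40% or more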;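 further: 0% = enzyme controls without compound and 100% = no-enzyme blanks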
PERK inhibitor – inhibitors of human PERK kinase | CHO PERK-DD fusion, SEAP luminescence translation reporter | inhibition, % at 5.6 µM | hit rate 0.17% among 220,000 | AID 1416;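 active means inhibition above the mean inhibition of all tested compounds plus 3 SD, set separately per screening campaign, cut at about 2.9% in these data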;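 further: PERK kinase domain activated by AP20187 dimerizer at 100 nM; 0% = DMSO with dimerizer and 100% = rapamycin at 8.4 µM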
Target sequence (Q9NZJ5 whole entry, looked up, the tested form may be a part): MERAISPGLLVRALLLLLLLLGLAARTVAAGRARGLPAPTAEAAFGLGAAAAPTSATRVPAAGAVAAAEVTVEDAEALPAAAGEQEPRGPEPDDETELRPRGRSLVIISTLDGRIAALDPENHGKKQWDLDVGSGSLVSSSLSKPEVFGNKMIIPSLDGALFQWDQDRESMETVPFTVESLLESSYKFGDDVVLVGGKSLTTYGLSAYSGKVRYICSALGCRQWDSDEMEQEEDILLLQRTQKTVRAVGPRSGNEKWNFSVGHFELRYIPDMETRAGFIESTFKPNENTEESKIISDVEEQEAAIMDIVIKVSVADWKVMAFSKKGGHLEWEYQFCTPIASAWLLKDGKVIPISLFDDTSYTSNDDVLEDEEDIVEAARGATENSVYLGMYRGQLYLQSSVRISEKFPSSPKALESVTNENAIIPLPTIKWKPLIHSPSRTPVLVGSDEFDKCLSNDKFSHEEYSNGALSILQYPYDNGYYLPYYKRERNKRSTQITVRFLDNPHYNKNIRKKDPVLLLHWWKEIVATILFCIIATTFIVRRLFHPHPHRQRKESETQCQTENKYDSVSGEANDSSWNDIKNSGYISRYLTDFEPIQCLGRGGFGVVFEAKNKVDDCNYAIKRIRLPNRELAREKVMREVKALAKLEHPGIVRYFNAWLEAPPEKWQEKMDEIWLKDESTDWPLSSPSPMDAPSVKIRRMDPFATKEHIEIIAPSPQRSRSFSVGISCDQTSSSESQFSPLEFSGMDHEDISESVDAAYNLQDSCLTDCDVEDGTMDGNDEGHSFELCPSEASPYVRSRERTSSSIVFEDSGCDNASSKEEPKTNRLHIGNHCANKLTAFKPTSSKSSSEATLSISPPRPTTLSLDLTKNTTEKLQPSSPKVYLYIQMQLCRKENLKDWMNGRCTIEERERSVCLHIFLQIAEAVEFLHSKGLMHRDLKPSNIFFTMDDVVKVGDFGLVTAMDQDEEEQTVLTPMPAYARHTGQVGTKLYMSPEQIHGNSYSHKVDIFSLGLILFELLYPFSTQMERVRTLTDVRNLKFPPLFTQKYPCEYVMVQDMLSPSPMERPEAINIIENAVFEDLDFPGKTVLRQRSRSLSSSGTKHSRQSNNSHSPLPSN
* hit, by the source's call; · = no result given; [ ] = another dose, or the depositor's remark.

#	PERK inhibitor	Compound	Furin inhibitor	FXIa inh 1536	hK5 inh	Rad51 HR inh	KCC2 mod	thrombin 1536	m-calpain inh	FXIIa inh
1	-0.8	CCOC(=O)Cn1c(=NC(=O)CC)sc2c(C)cc(C)cc21	-3	3	2	·	-0.87	-12	-25	6
2	0.5	OCC1(CCCc2ccccc2)CCN(C2CCSCC2)CC1	-23	-1	·	-2	0.7	-5	-5	1
3	1.3	CC(=O)c1cccc(N2Cc3ccccc3C2=NC(=O)CCl)c1	-9	-3	-7	20	0.98	-1	-17	1
4	0.6	O=C(O)CC(CC(=O)Nc1ccc(Oc2ccccc2)cc1)c1ccccc1 (stereo unspecified)	-16	5	4	·	-0.024	0	-12	12
5	0.6	CCOC(=O)NN1C(=O)c2ccccc2NC1c1ccccc1O (stereo unspecified)	-16	5	-24	-2	0.44	-1	-424	4
6	0.7	Cc1cc(C)nc(SCc2cc(=O)c(OC(=O)c3cccc([N+](=O)[O-])c3)co2)n1	-27	5	-41	·	-2.5	-3	-8	11
7	-0.1	O=C(NCC(=O)N(c1ccc2c(c1)OCCO2)C(C(=O)NC1CCCC1)c1ccco1)c1ccco1 (stereo unspecified)	-22[20 µM]	0	9	2	-1.2	-4	8	7
8	-1.2	[O-][N+]1=c2ccc(Nc3ccccc3)cc2=NC12CCCCC2	-9	-3	-5	2	-0.73	-4	16	0
9	-0.7	COc1ccc(CCNC(=O)CSc2nnc(-c3ccc(F)cc3)o2)cc1OC	-24	16	130*	2	·	22	8	21
10	2.0	O=C(CSc1nnc(COc2ccccc2)o1)N1CCOCC1	-23	5	-4	7	0.64	-3	-7	6

New compounds follow
#	PERK inhibitor	Compound	Furin inhibitor	FXIa inh 1536	hK5 inh	Rad51 HR inh	KCC2 mod	thrombin 1536	m-calpain inh	FXIIa inh
11	1.0	COc1ccc(-n2c(SCC(N)=O)nc3sc4c(c3c2=O)CCN(C)C4)cc1	-14	15	31	-5	0.38	38	-6	16
12	-0.3	Cc1ccc(C(=O)N(c2ccccn2)C(C)c2ccco2)cc1C (stereo unspecified)	-18[20 µM]	2	-7	6	0.34	1	3	14
13	-1.2	O=C(c1ccco1)N1CCN(C(=O)c2cc(-c3ccccc3)nc3ccccc23)CC1	-15[20 µM]	1	-5	4	-1	4	-26	12
14	0.9	NC(=O)c1ccc(N2CCCCC2)c(N2C(=O)C3C4C=CC(C4)C3C2=O)c1 (stereo unspecified)	-19	2	-24	-7	·	0	-13	9
15	0.6	C/C=C(/C(=C/C)c1ccc(O)cc1)c1ccc(O)cc1	-12	0	-11	-4	-1.2	·	20	6
16	0.1	Cc1ccnc(-n2c(C)cc(C=O)c2C)c1	-25	-4	0	·	0.54	-1	-8	8
17	0.1	O=C(CSc1nnc(-c2ccccc2Cl)o1)Oc1ccc(Br)cc1	-23[20 µM]	4	-10	-2	1	-3	-12	9
18	0.6	CCOc1ccc(NC(=O)/C(C#N)=C/c2ccc(N3CCCC3)c(C)c2)cc1	-31	4	-25	-128	-0.29	-4	-25	5
19	0.4	Cc1ccc2cc(CCNC(=O)Cc3cccs3)c(=O)[nH]c2c1	-5	9	-6	·	0.078	3	-12	15
20	0.7	N#CC1=C(N)OC2=C(C(=O)CCC2)C1c1ccccc1 (stereo unspecified)	-15	0	-18	-6	0.57	0	19	7

Three entries from above, as labelled records.
4	O=C(O)CC(CC(=O)Nc1ccc(Oc2ccccc2)cc1)c1ccccc1 (stereo unspecified)
  PERK inhibitor: 0.6; Furin inhibitor: -16; FXIa inh 1536: 5; hK5 inh: 4; Rad51 HR inh: ·; KCC2 mod: -0.024; thrombin 1536: 0; m-calpain inh: -12; FXIIa inh: 12
5	CCOC(=O)NN1C(=O)c2ccccc2NC1c1ccccc1O (stereo unspecified)
  PERK inhibitor: 0.6; Furin inhibitor: -16; FXIa inh 1536: 5; hK5 inh: -24; Rad51 HR inh: -2; KCC2 mod: 0.44; thrombin 1536: -1; m-calpain inh: -424; FXIIa inh: 4
6	Cc1cc(C)nc(SCc2cc(=O)c(OC(=O)c3cccc([N+](=O)[O-])c3)co2)n1
  PERK inhibitor: 0.7; Furin inhibitor: -27; FXIa inh 1536: 5; hK5 inh: -41; Rad51 HR inh: ·; KCC2 mod: -2.5; thrombin 1536: -3; m-calpain inh: -8; FXIIa inh: 11

(more compounds)
#	PERK inhibitor	Compound	Furin inhibitor	FXIa inh 1536	hK5 inh	Rad51 HR inh	KCC2 mod	thrombin 1536	m-calpain inh	FXIIa inh
21	0.1	COc1ccc(S(=O)(=O)NC2(C(F)(F)F)N=C3SCCN3C2=O)cc1 (stereo unspecified)	-8	0	6	-3	-2.4	1	4	-2
22	0.8	COC(=O)C1C(=O)C2=C(CC1C)Nc1ccccc1NC2c1cccs1 (stereo unspecified)	4	-2	-4	4	·	-3	-12	6
23	0.7	Cc1ccc(S(=O)(=O)/N=C2/NC(=O)/C(=C/c3ccccc3)S2)cc1	-18	0	-19	-1	1.1	-5	-14	2
24	-0.5	CCCC(=O)NC(=S)Nc1cccc(NC(=O)c2ccccc2Cl)c1	-6	7	-22	1	-0.29	3	12	18
25	0.6	CCCn1cnc2c(c1=O)c1nc3ccccc3nc1n2Cc1ccccc1OC	-24[20 µM]	3	0	-6	0.38	3	-79	10
26	0.1	CCCN1Cc2cccc(C(=O)N3CCN(c4ccc(OC)cc4)CC3)c2C1=O	-33	-1	6	28	-1	-10	-37	7
27	1.1	Cc1ccc(S(=O)(=O)c2ccc(Cl)cc2)cc1S(=O)(=O)NC(C(=O)O)C(C)C (stereo unspecified)	-9	3	-16	10	-0.063	-14	-6	1
28	0.6	O=C(/C=C/c1ccc(F)cc1)Nc1ccc(S(=O)(=O)Nc2ncccn2)cc1	-26	0	4	-30	-0.48	2	19	15
29	0.8	S=C(NCCC(c1ccccc1)c1ccccc1)Nc1ccc(Cl)cc1	-12[20 µM]	2	-9	1	·	3	9	19
30	-0.2	Cc1cc(N2CCN(C)CC2)nc2ccc(NC(=O)CCC(=O)NCCC(C)C)cc12	-68	-6	-19	10	-0.12	0	-84	-4

The final three records of the section before lead into the next:
#	PERK inhibitor	Compound	Furin inhibitor	FXIa inh 1536	hK5 inh	Rad51 HR inh	KCC2 mod	thrombin 1536	m-calpain inh	FXIIa inh
28	0.6	O=C(/C=C/c1ccc(F)cc1)Nc1ccc(S(=O)(=O)Nc2ncccn2)cc1	-26	0	4	-30	-0.48	2	19	15
29	0.8	S=C(NCCC(c1ccccc1)c1ccccc1)Nc1ccc(Cl)cc1	-12[20 µM]	2	-9	1	·	3	9	19
30	-0.2	Cc1cc(N2CCN(C)CC2)nc2ccc(NC(=O)CCC(=O)NCCC(C)C)cc12	-68	-6	-19	10	-0.12	0	-84	-4
31	-0.3	O=C(NC1CC1)C1CCCN1C(=O)NC1CCCCC1 (stereo unspecified)	-23	-1	-14	2	0.24	5	31	5
32	-1.0	NC(=O)c1cc(N2C(=O)C3CC=CCC3C2=O)ccc1N1CCCCC1 (stereo unspecified)	-16	0	4	-4	·	-6	10	3
33	-1.1	OCCN1CCN(c2nc(-c3ccccc3)c3cc(Cl)ccc3n2)CC1	-11	4	-4	-5	1.7	0	-310	17
34	1.1	Cc1ccc(CS(=O)(=O)Cc2ccc(C(=O)NCCCN3CCOCC3)o2)cc1	-32	4	-15	3	·	-3	-18	12
35	-0.3	Cc1cc(C(=O)CSC(C)c2nc3ccccc3c(=O)[nH]2)c(C)n1C (stereo unspecified)	-15	-6	-16	·	0.3	-11	-11	13
36	-0.1	CNC(=O)C1CC(=O)N(CCc2ccc(OC)c(OC)c2)C(=Nc2ccc(F)cc2)S1 (stereo unspecified)	-24	-5	·	·	0.95	-7	-7	4
37	-0.1	O=C1CN(C(=O)COC(=O)C2CC(=O)N(Cc3ccco3)C2)c2ccccc2N1 (stereo unspecified)	-1	0	-23	0	0.02	3	11	18
38	1.3	CS(=O)(=O)N1CCN(CC(=O)NC2CCCCC2)CC1	-24	-3	0	-5	0.047	-10	-23	4
39	0.6	Cn1cc(SCC(=O)N2CCN(c3ccccc3)CC2)c2ccccc21	-14	4	-99	·	-5.2*	0	7	14
40	0.4	O=c1nc2ccccc2c2n1CC(CN1CCN(c3ccc(F)cc3)CC1)N2 (stereo unspecified)	-2[20 µM]	-4	-14	1	·	-15	-24	12
41	1.6	N#Cc1c(N)[nH]c(=S)c(C#N)c1-c1ccccc1	-10	-7	-15	-2	-1.1	-4	3	8
42	-0.3	COC(=O)CC(NC(=O)c1ccco1)c1cccc2ccccc12 (stereo unspecified)	-26[20 µM]	-3	-7	-3	·	0	-21	6
43	0.2	COc1ccc(-c2nnn(CC(=O)N(CCCN3CCOCC3)C(C(=O)NC3CCCC3)c3ccc(C)o3)n2)cc1 (stereo unspecified)	-13	-7	-5	-4	0.1	-2	2	-2

Assay outcomes deposited in PubChem BioAssay by several laboratories.

This is a subset. The share of hits here may be higher or lower than overall.
